Pin1 inh – inhibitors of human Pin1; Q13526; Pin1 FP peptide displacement, HiFluor488, 10 min; Potency, µM (series often up to 115 µM), without a hit: top-dose activity, negative = inhibition, usual class: inhibitors; 390,000 compounds, 0.009% hits; active means well fitted inhibition curve with a large enough effect in the polarisation, with a control signal flat, not every such curve was filed as active; inconclusive means small, poorly fitted or top-dose-only effect, or effect the other way, or a change in a side signal; inactive means no such curve, though single readings can be large or run the other way; the % refers to the polarisation; further: potency means the concentration at half of the fitted maximal effect; on the % scale 0 is the no-effect control and ±100 the full control effect
Target sequence (Q13526 whole entry, looked up): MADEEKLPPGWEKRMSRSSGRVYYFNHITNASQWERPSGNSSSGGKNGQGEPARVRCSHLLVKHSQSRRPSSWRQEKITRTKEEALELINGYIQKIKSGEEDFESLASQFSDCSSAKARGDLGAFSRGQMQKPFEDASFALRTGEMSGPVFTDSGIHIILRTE
Tb PGK inh – inhibitors of T. brucei phosphoglycerate kinase | P07378 | PGK/GAPDH coupled, Kinase-Glo luminescence, 60 min | Potency, µM (doses to about 57.5 µM), for inactives: at the top dose activity change, negative = inhibition, usual class: inhibitors | 380,000 compounds, 0.043% hits; further: potency means the concentration at half of the fitted maximal effect; on the % scale 0 is the no-effect control and ±100 the full control effect; nearly all actives have a fitted effect of over 60% in size
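Recombinant glycosomal PGK reaction used 1,3-bisphosphoglycerate generated in-well by GAPDH (100nM final) in 100mM TEA pH 7.6, 5mM MgCl2, 0.01% Tween-20. After 60 minutes at room temperature, ATP was read by Kinase-Glo Plus luminescence end-point.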
PI4K2A block – inhibitors of human PI4K2A; Q9BTU6; purified PI4K2A, ADP-Glo luminescence, 1 h; hits give low values; activity change, negative = inhibition, % at 76.9 µM; 420,000 compounds, 0.13% hits; AID 1346378; in the data active means activity change below about -50%; inconclusive means mostly about -30% to -49%;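 further: -100% = wells without enzyme as full effect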
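PI4K2A activity was measured by ADP-Glo luminescence: enzyme (4 ug/mL stock) and phosphatidylinositol (1.2 mM stock) in Tris pH 7.5/MgCl2/EGTA/Triton X-100 buffer were reacted with ATP (300 microM stock) for one hour at ambient temperature.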
rTrxR1 inhibitor – inhibitors of rat thioredoxin reductase 1 | 390,000 compounds, 1% hits | Potency, µM (titrated, usually from 114 µM), for the others: at the highest dose activity change, negative = inhibition, usual class: inhibitors | O89049 | recombinant rTrxR1, NADPH fluorescence consumption, selenite substrate | AID 588453; further: potency means the concentration at half of the fitted maximal effect; on the % scale 0 is the no-effect control and ±100 the full control effect; nearly all actives have a fitted effect of over 65% in size
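Rat TrxR1 (90 nM in the dispensed reagent) was pre-reduced with 400 uM NADPH for 5 min at room temperature, then incubated with compound for 15 min. After 400 uM selenite was added, NADPH fluorescence (Ex 340/Em 450 nm) was followed for 8 min.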
GLS inhibitor – inhibitors of human glutaminase (GLS); O94925; GLS enzymatic activity, qHTS titration; Potency, µM (top dose mostly 45.5 µM), for the others: at the top dose activity change, negative = inhibition, hits mostly inhibitors; 410,000 compounds, 0.21% hits; further: potency means the concentration at half of the fitted maximal effect; on the % scale 0 is the no-effect control and ±100 the full control effect
Target sequence (O94925 whole entry, looked up): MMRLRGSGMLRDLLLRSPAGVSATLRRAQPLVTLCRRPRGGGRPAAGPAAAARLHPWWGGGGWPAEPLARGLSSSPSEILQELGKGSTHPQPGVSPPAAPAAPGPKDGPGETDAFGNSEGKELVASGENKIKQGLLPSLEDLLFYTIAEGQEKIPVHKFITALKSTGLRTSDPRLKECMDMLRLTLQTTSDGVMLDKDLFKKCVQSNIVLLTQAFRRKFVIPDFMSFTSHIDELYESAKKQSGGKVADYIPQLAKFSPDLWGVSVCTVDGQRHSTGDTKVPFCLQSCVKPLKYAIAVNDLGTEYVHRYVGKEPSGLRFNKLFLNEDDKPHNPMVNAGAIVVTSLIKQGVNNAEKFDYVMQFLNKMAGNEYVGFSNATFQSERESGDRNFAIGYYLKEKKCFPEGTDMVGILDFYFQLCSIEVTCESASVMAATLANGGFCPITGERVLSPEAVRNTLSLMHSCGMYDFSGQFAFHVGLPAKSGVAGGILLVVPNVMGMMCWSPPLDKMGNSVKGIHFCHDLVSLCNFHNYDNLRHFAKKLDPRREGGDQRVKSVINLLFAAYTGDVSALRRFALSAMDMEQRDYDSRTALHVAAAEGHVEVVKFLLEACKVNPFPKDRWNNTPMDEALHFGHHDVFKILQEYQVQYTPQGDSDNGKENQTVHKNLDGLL
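hKGA; 45 mM KH2PO4 pH 8.2 + 0.02% Tween-20; cpd via pin tool; 1 mM Gln soln; GluOx/HRP/Amplex Red; RT 30 min; fluor. t0 & final.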
mIDH1 inhibitor – blocks human mutant IDH1 R132H enzyme. Potency, µM (titrated, usually from 76.6 µM), inactives show at the top dose activity change, negative = inhibition, hits mostly inhibitors. 390,000 compounds, 0.093% hits. O75874. IDH1-R132H enzyme, NADPH consumption, diaphorase/resazurin fluorescence. AID 602179; further: potency means the concentration at half of the fitted maximal effect; on the % scale 0 is the no-effect control and ±100 the full control effect; nearly all actives have a fitted effect of over 65% in size
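IDH1-R132H (0.5 ug/mL dispensed) in pH 7.5 Tris buffer was preincubated 30 min with compound, then given a substrate mix of 0.016 mM NADPH and 2 mM alpha-KG for 80 min at room temperature; remaining NADPH was read by diaphorase/resazurin fluorescence.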
HP1b chromo inh – inhibitors of HP1-beta chromodomain binding to methylated histone tails. AlphaScreen HP1-beta / biotin-H3K9me3 peptide binding. 390,000 compounds, 0.56% hits. AID 540317. Potency, µM (titrated, usually from 114 µM), for the others: at the top dose activity change, negative = inhibition, usual class: inhibitors; further: potency means the concentration at half of the fitted maximal effect; nearly all actives have a fitted effect of over 70% in size; inactives centre near 23
Target sequence (P83916 whole entry, looked up): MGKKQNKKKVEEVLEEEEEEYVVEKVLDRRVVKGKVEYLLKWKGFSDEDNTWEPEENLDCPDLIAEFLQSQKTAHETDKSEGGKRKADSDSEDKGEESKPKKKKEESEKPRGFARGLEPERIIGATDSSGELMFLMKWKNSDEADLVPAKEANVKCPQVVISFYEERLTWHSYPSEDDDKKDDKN
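HP1-beta protein (50 nM final) preincubated 30 min at room temperature with biotinylated H3(1-18)K9me3 peptide (50 nM) in PBS pH 7.4, 0.01% Tween-20, then compound added for 30 min. AlphaScreen streptavidin donor/nickel chelate acceptor beads (10 ug/mL final), 30 min dark, luminescence read.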
USP1-UAF1 inh – inhibitors of human USP1/UAF1 deubiquitinase; AID 743255; Potency, µM (highest dose often 57.1 µM), without a hit: at the highest dose activity change, negative = inhibition, usual class: inhibitors; recombinant USP1/UAF1, Ub-Rhodamine cleavage fluorescence; 390,000 compounds, 0.23% hits; further: potency means the concentration at half of the fitted maximal effect; on the % scale 0 is the no-effect control and ±100 the full control effect; nearly all actives have a fitted effect of over 60% in size; inactives centre near -12
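USP1/UAF1 complex (1 nM) preincubated 15 min at room temperature with compound, then Ub-Rho substrate (150 nM final) added. Kinetic fluorescence at 480/540 nm over 6 reads at 60 s intervals; 50 mM HEPES pH 7.8, 0.5 mM EDTA, 0.1 mg/ml BSA, 1 mM TCEP, 0.01% Tween-20.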
TrxR1 substrate – is turned over as a substrate by rat TrxR1; O89049; purified TrxR1 substrate turnover, NADPH consumption readout; Potency, µM (doses to about 114 µM), for inactives: at the highest dose activity change, negative = substrate turnover; 390,000 compounds, 0.01% hits; AID 588456; further: potency means the concentration at half of the fitted maximal effect; on the % scale 0 is the no-effect control and ±100 the full control effect; nearly all actives have a fitted effect of over 50% in size
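Rat TrxR1, dispensed at 90 nM, was prereduced with 400 uM NADPH (final) for 5 min at ~22 deg C, then incubated with compound 15 min before 400 uM selenite. A first-read NADPH fluorescence drop versus no-compound background flagged substrates.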
An asterisk follows results filed as active; i = inactive; ? = inconclusive; · = not tested or not shown; & = joins results of further samples; [ ] = another dose, or the depositor's remark. Unless noted, the call rests on the fitted dose curve; in most records, active means well fitted curve in the direction sought with a large enough effect; inconclusive means small, poorly fitted or top-dose-only effect, or another doubt; inactive means no such curve, though single readings can be large; an effect the other way counts as inactive or inconclusive. A portion of the library, so the mix of outcomes need not match the whole.

molecule	Pin1 inh	Tb PGK inh	PI4K2A block	rTrxR1 inhibitor	GLS inhibitor	mIDH1 inhibitor	HP1b chromo inh	USP1-UAF1 inh	TrxR1 substrate
COc1ccccc1C1/C(=C(/O)c2ccc(C)cc2)C(=O)C(=O)N1Cc1ccco1 (centres undefined)	2%	-7%	-1	3%[57.1 µM]	0%	8%	6%	-3%	-15%[57.1 µM]
CCOc1ccc(Cl)cc1CNCCCSc1nc(C)cc(C)n1	-6%	-10%	-2	28%	-9%	6%	28%	-14%	-2%
Cc1ccc(OCC(=O)NNC(=O)CCC(=O)NCc2ccccc2)cc1	13%	-5%	-5	9%	-4%	0%	47%[activator]	-7%	2%
CCOc1ccc(-c2c(C(=O)N/N=C/c3ccc(C)o3)nnn2-c2nonc2N)cc1	1%	-8%	-5	16%	-12%	-16%	54%[activator]	-13%	12%
COc1cc2c(cc1OC)C1(CCCCC1)CN(C)C2	-1%	-1%	-3	8%	0%	10%	41%[activator]	-12%	18%
CSc1nc(SCC(=O)NC(c2ccccc2)c2ccccc2)c2c3c(sc2n1)CN(C)CC3	28%	3%	-6	3%	-9%	-5%	-1%	-23%	8%
COc1ccc(N)cc1-n1cnnn1	10%	i	2	13%	4%	2%	42%[activator]	-12%	-7%
CCc1sc(C(=O)NCCc2ccc(S(N)(=O)=O)cc2)cc1C	1%	4%	-4	?	0%	-12%	17%	-1%	?
N#C/C(=C/c1ccco1)C(N)=S	8%	-2%	0	-4%	-1%	12%	-1%	-18%	-5%
C=CCN1CC(c2nc3ccccc3n2Cc2ccccc2)CC1=O (centres undefined)	-2%	0%	-3	-15%[57.1 µM]	3%	1%	34%	-12%	8%[57.1 µM]
CC(=O)Nc1ccc(NC(=O)C(=O)c2cn(CC(=O)N3CCCCC3)c3ccccc23)cc1	-9%	i	-1	14%[57.1 µM]	-7%	-3%	31%	-19%	-2%[57.1 µM]
CCN(C(=O)CN(C)Cc1cccc(Cl)c1Cl)c1c(N)n(Cc2ccccc2)c(=O)[nH]c1=O	16%	3%	-2	12%	1%	5%	24%	-16%	7%
COc1ccc(NC(=O)N2CCN(C(=O)C3CCCO3)CC2)cc1 (centres undefined)	0%	-5%	-1	-4%	-4%	0%	17%	-9%	0%
Cc1cc2[nH]c(=S)[nH]c2cc1C	-13%	-7%	0	-5%	-11%	14%	40µM*	-7%	-3%
COc1cc(NC(=O)c2ccc3c(SCC(=O)O)c4c(nc3c2)CCCC4)cc(OC)c1OC	-2%	-1%	-4	1%	3%	-8%	26%	-4%	-6%
Cn1c(=O)[nH]c2ncn(C)c2c1=O	-10%	i	3&-4	20%[57.1 µM]	-1%	2%	42%[activator]	-17%	10%[57.1 µM]
Cc1noc(C)c1C(=O)Nc1sc(C)c(C)c1C#N	7%	i	-7	13%	22%	7%	6%	-13%	7%[57.1 µM]
COc1ccccc1N1CCN(C(=O)c2cccc(N3C(=O)C4C5C=CC(C5)C4C3=O)c2)CC1 (centres undefined)	0%	-8%	0	7%	14%	-1%	26%	-15%	2%
Cc1cc(C)cc(OCC(=O)NCC2(N3CCOCC3)CCCCC2)c1	-2%	-10%	-4	4%	4%	12%	59%[activator]	8%	0%
CCOc1nc(-c2ccccc2Cl)ccc1C#N	5%	3%	0	14%	0%	4%	225%[activator]	-11%	5%
Cc1ccc2cc(CN(Cc3ccco3)C(=O)NCc3ccccc3)c(=O)[nH]c2c1C	?	-15%	-15	-8%	-3%	9%	-1%	-19%	-4%
CSc1nc2c(c(=O)[nH]1)C(c1ccccc1)C1=C(CC(C)(C)CC1=O)N2 (centres undefined)	0%	4%	2	36%[57.1 µM]	-2%	-1%	36%	-15%	62%[activator][57.1 µM]
CCCCOC(=O)n1c(=O)oc2ccccc21	-1%	-13%	1	19%[57.1 µM]	7%	3%	29%	-10%	9%[57.1 µM]
Cn1cc(S(=O)(=O)NCc2ccc3c(c2)OCO3)c(C(F)(F)F)n1	-4%	-4%	-2	5%	-2%	-2%	36%	-22%	-1%
CCCCN(CC)CCNC(=O)c1cc2c(=O)oc3ccc(C)cc3c2s1	3%	8%	-3	8%	11%	-5%	15%	-17%	23%
CCCCN(C(=O)CCC(=O)Nc1cc(C)on1)C(C(=O)NC(C)(C)CC)c1cccc(OC)c1OC (centres undefined)	1%	6%	2	13%	-2%	15%	40%[activator]	-21%	3%
O=C1c2ccccc2C(=O)N1CCSc1nnc(-c2ccco2)n1Cc1ccccc1	-3%	-5%	0	?	-13%	2%	23%	-15%	5%
COc1cc(C)nc(NCc2ccccc2)n1	-4%	-9%	-2	0%[57.1 µM]	4%	-4%	16%	-4%	2%[57.1 µM]
O=S(=O)(NCC(c1ccco1)N1CCOCC1)c1cc(F)ccc1F (centres undefined)	-1%	-4%	7	19%[57.1 µM]	-8%	-3%	-10%	-10%	2%[57.1 µM]
Cc1cc(SCC(=O)N2CCCC2)nc2ccccc12	-5%	-4%	1	-16%	3%	9%	34%	-11%	-3%
CCC(C)Nc1nc(N)c([N+](=O)[O-])c(NCc2ccccc2)n1 (centres undefined)	-5%	·	-2	1%	4%	-10%	?	-16%	-1%
CC(C)c1ccc(NC(=O)CC2NCCNC2=O)cc1 (centres undefined)	1%	-4%	-5	9%	5%	-5%	24%	-17%	6%
O=C(Cn1cc([N+](=O)[O-])cn1)N1N=C(C(F)F)CC1(O)C(F)F (centres undefined)	11%	i	-5	-1%	-1%	19%	10%	-3%	-8%
CCOCCCNCc1ccc(OCC(=O)N2CCOCC2)c(OC)c1	-4%	7%	-2	10%	-7%	-8%	40%[activator]	-13%	4%
Clc1ccccc1-c1nnn(Cc2ccc(-c3nn[nH]n3)cc2)n1	-5%	i	0	8%[57.1 µM]	55%[activator]	-4%	-14%	-12%	-7%[57.1 µM]
O=C(Nc1ccc(Cl)cc1Cl)c1ccc(-c2ccccc2)cc1	-4%	-9%	-3	21%[57.1 µM]	2%	6%	20%	-4%	20%[57.1 µM]
CC(=O)N1CCOc2ccc(S(=O)(=O)Nc3ncccc3C)cc21	-6%	-2%	2	26%	-8%	-1%	78%[activator]	-25%	1%
O=C(NCC1(N2CCCCC2)CCCCC1)c1cccc(NS(=O)(=O)c2ccccc2)c1	-2%	-3%	1	21%[57.1 µM]	5%	-9%	5%	-11%	9%[57.1 µM]

Filtered by structure: the entries above with a cyano group
molecule	Pin1 inh	Tb PGK inh	PI4K2A block	rTrxR1 inhibitor	GLS inhibitor	mIDH1 inhibitor	HP1b chromo inh	USP1-UAF1 inh	TrxR1 substrate
N#C/C(=C/c1ccco1)C(N)=S	8%	-2%	0	-4%	-1%	12%	-1%	-18%	-5%
Cc1noc(C)c1C(=O)Nc1sc(C)c(C)c1C#N	7%	i	-7	13%	22%	7%	6%	-13%	7%[57.1 µM]
CCOc1nc(-c2ccccc2Cl)ccc1C#N	5%	3%	0	14%	0%	4%	225%[activator]	-11%	5%

Some of these compounds in order of length of the SMILES, largest number first.
molecule	Pin1 inh	Tb PGK inh	PI4K2A block	rTrxR1 inhibitor	GLS inhibitor	mIDH1 inhibitor	HP1b chromo inh	USP1-UAF1 inh	TrxR1 substrate
CCCCN(C(=O)CCC(=O)Nc1cc(C)on1)C(C(=O)NC(C)(C)CC)c1cccc(OC)c1OC (centres undefined)	1%	6%	2	13%	-2%	15%	40%[activator]	-21%	3%
CCCCN(CC)CCNC(=O)c1cc2c(=O)oc3ccc(C)cc3c2s1	3%	8%	-3	8%	11%	-5%	15%	-17%	23%
COc1cc(C)nc(NCc2ccccc2)n1	-4%	-9%	-2	0%[57.1 µM]	4%	-4%	16%	-4%	2%[57.1 µM]

Compound profiles, from the list above. Screens in order: Pin1 inh	Tb PGK inh	PI4K2A block	rTrxR1 inhibitor	GLS inhibitor	mIDH1 inhibitor	HP1b chromo inh	USP1-UAF1 inh	TrxR1 substrate
Shown for O=S(=O)(NCC(c1ccco1)N1CCOCC1)c1cc(F)ccc1F (centres undefined) : -1%	-4%	7	19%[57.1 µM]	-8%	-3%	-10%	-10%	2%[57.1 µM]
Shown for CCC(C)Nc1nc(N)c([N+](=O)[O-])c(NCc2ccccc2)n1 (centres undefined) : -5%	·	-2	1%	4%	-10%	?	-16%	-1%

Source: PubChem BioAssay
